S100A4 inh HTS: inhibitors of human S100A4 binding to myosin IIA peptide. inhibition, % at 10.7 µM. hit rate 0.14% among 360,000. P26447. S100A4/TAMRA-MyoIIA peptide fluorescence polarization;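 active = mean inhibition of at least 70% across replicates, with every replicate also reaching that level; inconclusive = mean inhibition reaches 70% but some replicates fall short; inactive = mean inhibition below 70%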
Target sequence (P26447 whole entry, looked up): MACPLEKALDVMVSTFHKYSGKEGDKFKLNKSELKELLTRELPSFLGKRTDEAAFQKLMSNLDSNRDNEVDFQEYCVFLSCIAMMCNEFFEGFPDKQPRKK
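Material: S100A4 monomer protein | Medium: HEPES pH 7.2 with CaCl2, KCl, NaCl, DTT, Triton | Reagent: Labelled myosin peptide probe, 5 nM | Doses: One dose per compound | Times: 5 min incubation before reading | Benchmarks: Neutral control DMSO, positive control TFP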
XiGFP reactiv: reactivates the inactive X chromosome in mouse fibroblasts | XiGFP mouse fibroblasts, % GFP-positive cells imaging, 3 d; cells co-treated with 5-aza-dC sensitizer; scaled so ellipticine positive control = 100% | activation, % at 7.58 µM | hit rate 0.055% among 360,000 | AID 743238;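 active = mean normalized replicate activation at least 10% and every replicate at or above 10%; inconclusive = only one of the two criteria met; inactive = mean below 10% and not all replicates reach 10%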;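 note: 0% = median of on-plate neutral control wells and 100% = ellipticine 6 µM median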
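Assay system – SV40-immortalized XiGFP fibroblast cells, line 68-5-11 · Buffer or medium – DMEM supplemented with 5-aza-dC as sensitizing agent · Dosing – one concentration, pinned · Benchmarks – positive control ellipticine, 6 µM final · Times – 3 days compound exposure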
esBAF inh: SWI/SNF esBAF complex inhibition; mouse ES cells, Bmi1-luciferase knock-in reporter, 24 h; 100% = twice the neutral-well signal; reporter increase, % at 12.5 µM; hit rate 2% among 350,000; in the data active = activation above about 40%; inconclusive = no clear call, values can overlap the other calls;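 note: 0% = median of the plate's neutral control wells and 100% = double that signal; a rise in the Bmi1 reporter signal indicates esBAF inhibition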
ERAP1 inh: blocks human ERAP1 aminopeptidase activity; inhibition, % at 10.7 µM; hit rate 0.15% among 340,000; Q9NZ08; recombinant ERAP1, Leu-AMC fluorescence, 60 min;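 active = mean replicate inhibition of at least 30%, or all replicates individually reaching that 30% level; inactive = mean below 30% and not every replicate reaching it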;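 note: 0% = neutral control wells and 100% = L-leucinethiol positive control wells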
Target sequence (Q9NZ08 whole entry, looked up): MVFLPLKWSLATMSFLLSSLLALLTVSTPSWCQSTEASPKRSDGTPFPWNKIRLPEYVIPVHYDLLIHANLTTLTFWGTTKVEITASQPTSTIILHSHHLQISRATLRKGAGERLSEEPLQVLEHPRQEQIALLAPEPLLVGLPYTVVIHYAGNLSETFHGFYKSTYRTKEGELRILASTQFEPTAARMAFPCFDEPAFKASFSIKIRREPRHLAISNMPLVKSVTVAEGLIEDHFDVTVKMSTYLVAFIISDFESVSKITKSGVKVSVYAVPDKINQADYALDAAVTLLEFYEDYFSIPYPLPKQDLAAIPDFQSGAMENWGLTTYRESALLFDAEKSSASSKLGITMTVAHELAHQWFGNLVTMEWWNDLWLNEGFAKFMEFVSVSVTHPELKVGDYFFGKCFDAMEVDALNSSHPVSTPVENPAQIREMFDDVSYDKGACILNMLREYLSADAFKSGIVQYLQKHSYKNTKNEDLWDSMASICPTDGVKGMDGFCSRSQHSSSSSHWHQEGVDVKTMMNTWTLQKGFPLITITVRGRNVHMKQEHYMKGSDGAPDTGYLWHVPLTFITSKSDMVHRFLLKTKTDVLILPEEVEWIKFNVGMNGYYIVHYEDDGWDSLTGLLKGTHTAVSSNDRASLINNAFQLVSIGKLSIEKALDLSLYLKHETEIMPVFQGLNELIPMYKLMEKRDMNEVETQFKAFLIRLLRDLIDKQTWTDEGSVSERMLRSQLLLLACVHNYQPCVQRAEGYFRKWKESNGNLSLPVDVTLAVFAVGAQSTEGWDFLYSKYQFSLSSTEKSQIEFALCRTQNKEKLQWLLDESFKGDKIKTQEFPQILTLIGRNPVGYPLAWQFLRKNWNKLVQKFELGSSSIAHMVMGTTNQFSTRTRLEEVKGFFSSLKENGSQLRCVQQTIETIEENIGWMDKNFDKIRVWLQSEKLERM
E-sel inducer: E-selectin induction on HUVECs | HUVEC E-selectin immunofluorescence imaging; normalized: neutral wells 0, TNF-alpha wells 100 | hit rate 0.37% among 260,000 | AID 686992 | activation, % at 7.58 µM;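 active = mean E-selectin-positive cell signal at least 10% of the positive control, reached in at least 60% of replicates, without over 20% cell loss; inconclusive = no rule given, readout overlaps actives, possibly toxicity-flagged; inactive = the rest, including those meeting only one limit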;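 note: in these data hits start at about 27%; measured in HUVEC primary endothelial cells; signal is the percent of cells scored E-selectin positive by PE staining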
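Material: HUVEC primary endothelial cells; Amount: 3,000 cells per well; Dosing: single concentration; Medium: EGM-2 growth medium on 0.1% gelatin-coated wells; Read-out basis: percent E-selectin-positive cells; Signal: immunofluorescence imaging; Control set: TNF-alpha, DMSO.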
RAD52 anneal inh: RAD52 (human) annealing inhibition; recombinant RAD52 DNA annealing, FRET fluorescence; hit rate 0.46% among 360,000; inhibition, % at 18.7 µM;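 active = every replicate showing at least 50% inhibition; inconclusive = mean inhibition at least 50% but not in every replicate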
ERp5 block: blocks human ERp5 reductase activity on insulin | Q15084 | ERp5 insulin aggregation, absorbance 650 nm, 90 min | inhibition, % at 9.99 µM | hit rate 0.05% among 350,000 | AID 651711;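 active = mean replicate inhibition above about 25%, with every replicate also reaching it, limit read from the data, passing the limit was not always enough; inconclusive = only one of those two criteria met; inactive = neither criterion met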
RAD54 inh: RAD54 (human) branch migration inhibition | RAD54 Holliday junction branch migration, FAM/BHQ fluorescence | inhibition, % at 10.4 µM | hit rate 0.14% among 360,000;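 active = mean normalized replicate activity at least 40 and at least half of replicates scoring 40 or more; inconclusive = only one of the two criteria met; inactive = mean below 40 and under half of replicates reaching 40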;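 note: 0% = median of neutral control wells and 100% = median of positive control wells; inhibitors cause a drop in the FAM fluorescence signal; in these data hits start at about 50%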
Starred values were filed as active, the others as inactive; u = inconclusive; x = not tested or not shown; & = joins results of further samples; ! = not confirmed by another sample.

SMILES | S100A4 inh HTS | XiGFP reactiv | esBAF inh | ERAP1 inh | E-sel inducer | RAD52 anneal inh | ERp5 block | RAD54 inh
C[C@H]1CN([C@@H](C)CO)S(=O)(=O)c2ccc(C3=CCCC3)cc2O[C@H]1CN(C)C(=O)CC1CC1 | -7 | 4.8 | 11 | 4 | 5.1 | -4 | 3 | -7
O=C(N/N=C/c1cccnc1)c1cc(Br)ccc1O | 10 | 0.2 | u | -6 | x | 1 | 0 | 8
O=C(NCc1ccc(F)cc1)c1cnc2sccn2c1=O | -3 | 0.0 | -8 | 3 | -1.6 | 4 | -1 | -16
C[C@@H]1CN([C@H](C)CO)C(=O)c2cc(-c3cccc(F)c3)cnc2O[C@@H]1CN(C)C | -7 | -0.7 | -2 | 1 | 0.7 | 0 | 6 | 0
C[C@H]1CN([C@@H](C)CO)C(=O)CCCn2cc(nn2)CO[C@@H]1CN(C)C(=O)Nc1ccccc1 | 0&22 | 0.1&0.9 | -8&-2&5 | 7&1 | 5.0&-0.1 | -8&10 | 3&-5 | 14&3
O=C(CP(=O)(c1ccccc1)c1ccccc1)Nc1nc2ccccc2s1 | -9 | 0.2 | x | 6 | 0.6 | -7 | -5 | x
O=C(c1cccc(S(=O)(=O)N2CCc3ccccc32)c1)N1CCOCC1 | 0 | 0.0 | 2 | -7 | 0.1 | -12 | -3 | 4
O=C(Cc1ccc(-n2c(=O)c3ccccc3n(Cc3ccccc3F)c2=O)cc1)NCC1CCCO1 (configuration not stated) | -11 | -0.1 | x | -2 | -2.3 | 9 | 4 | 9
CC1CCC2C(C1)Nc1c(C(=O)O)cccc1C2(C)C (configuration not stated) | -4 | 0.2 | x | 6 | 0.7 | -58 | -2 | x
O=S(=O)(NCCc1cccs1)c1ccc(Br)cc1 | -6 | 1.4 | -4 | 0 | x | -2 | 2 | -1
C[C@H](CO)N1C[C@H](C)[C@H](CN(C)CC2CCCCC2)Oc2ccc(NC(=O)C3CC3)cc2CC1=O | 2 | -0.5 | 4 | 2 | -0.1 | 2 | 0 | 7
COc1ccc(NC(=O)N(C)C[C@H]2OCCCC[C@H](C)Oc3ccc(NC(=O)Cc4ccccc4)cc3C(=O)N([C@H](C)CO)C[C@H]2C)cc1 | 3 | 0.0 | 5 | 2 | -0.1 | 21 | 2 | -6
CC(C)NC(=O)N(C)C[C@H]1Oc2cc(-c3ccccc3)ccc2S(=O)(=O)N([C@@H](C)CO)C[C@@H]1C | -19 | -0.5 | 0 | -1 | -0.2 | 3 | 0 | 0
CN(C)CCCNC(=O)C[C@@H]1C=C[C@H](NS(=O)(=O)c2ccc(F)cc2)[C@H](CO)O1 | -18 | -0.6 | -2 | 0 | -1.1 | -5 | -1 | -15
CCOC(=O)C1CCN(C(=O)/C(C)=C\c2ccccc2)CC1 | -4 | 0.0 | x | -1 | x | -7 | 0 | x
CCCCCCCCCOC1OC(CO)C(O)C(O)C1NC(C)=O (configuration not stated) | 4 | 0.0 | 2 | -5 | x | -8 | -6 | x
COc1ccc(C=C(C(C)=O)C(=O)c2ccccc2)cc1 | -2 | 0.0 | x | 6 | 0.0 | -5 | 3 | x
CCN(Cc1nc2ccccc2c(=O)[nH]1)C(=O)c1cccc(OCc2c(C)noc2C)c1 | 0 | 0.0 | -1 | 2 | 4.0 | 1 | -6 | -10
CC(C)CCCCCCNC(=S)Nc1ccc(S(=O)(=O)N2CCOCC2)cc1 | -8 | 0.2 | x | -3 | -1.7 | -6 | 2 | 8
O=C(Nc1cccc(Cl)c1)C1COc2ccccc2O1 (configuration not stated) | 0 | 0.0 | 1 | -4 | 0.4 | -5 | 1 | 3
O=C(Nc1ccc(Cl)cc1)Nc1cccc(C(=O)O)c1 | -6 | 0.0 | x | -1 | x | -1 | -4 | x
Cc1ccc(S(=O)(=O)N2[C@@H]3CNC[C@H]2C3c2ccc(-c3cccc(C#N)c3)cc2)cc1 (some centres not stated) | 16&15 | 0.0&0.1 | x | 2 | -0.1&0.2 | 53*! | -3&7 | x
CCCNC(=O)C(Cc1ccc(OC)cc1)NC(=O)c1ccc(C#N)cc1 (configuration not stated) | 4 | 0.1 | 3 | 2 | 0.4 | -2 | 3 | 4
COc1cc(/C=C/C(=O)OCC(=O)Nc2oc(C)c3c(C)n[nH]c(=O)c23)ccc1OC(F)F | -6 | 0.5 | -5 | 0 | 9.9 | -1 | 2 | -3
O=C1CCCC(O)=C1C1C2=C(CCCC2=O)OC2=C1C(=O)CCC2 | 3 | 0.0 | 11 | -4 | x | -14 | -5 | 3
Remaining list, next part
SMILES | S100A4 inh HTS | XiGFP reactiv | esBAF inh | ERAP1 inh | E-sel inducer | RAD52 anneal inh | ERp5 block | RAD54 inh
CC(=O)OCC(=O)[C@@]1(O)CCC2C3CCC4=CC(=O)CCC4(C)C3C(=O)CC21C (some centres not stated) | 5 | 0.0 | 8 | -2 | 0.8 | -8 | -1 | -2
CSc1ccc(Cn2c(C)c(C(=O)NCCC#N)sc2=O)cc1 | 1 | 2.4 | 1 | x | x | -16 | -2 | 1
O=C(c1ccc(F)cc1)N1CC(=O)N2[C@H](CO)[C@H](c3ccc(-c4ccccc4)cc3)[C@H]2C1 | 6 | 0.1 | x | -1 | 0.0 | -22 | 1 | x
COc1ccc(-c2ccc3c(c2)[C@H]2[C@H](CCN2Cc2ccncc2)[C@@H](CO)N3)cc1 | -6 | 0.1 | x | -1 | 1.0 | 17 | -11 | x
O=C(NNc1ccc(Cl)nn1)c1ccc(Cl)cc1 | -9 | 0.2 | 2 | -3 | 2.9 | -4 | -1 | x
COc1cccc(OC)c1OCCN1CCN(C(c2ccccc2)c2ccccc2)CC1 | -3 | 0.0 | -5 | 0 | x | 15 | 1 | -8
COc1ccc(-c2nc(CSCC(=O)N3CCN(C)CC3)c(C)o2)cc1OC | -2 | 0.2 | -2 | x | 1.4 | 7 | -1 | -8
Nc1c(C(=O)NCCC2=CCCCC2)sc2ccc(S(=O)(=O)N3CCCCC3)cc12 | 2 | 0.0 | -12 | -2 | x | -1 | -4 | 7
CCn1cc(CN2CCC(n3nccc3NC(=O)C3CCCC3)CC2)c(C)n1 | 1 | 0.0 | 1 | -5 | 0.3 | -5 | -3 | -1
COc1cccc(/C=C/C(=O)OCC(=O)Nc2cccc(S(=O)(=O)NC3=NCCCCC3)c2)c1 | -7 | 0.4 | -4 | -1 | -0.6 | -10 | -1 | 5
O=C(O)C[C@H]1C[C@@H]2c3cc(NC(=O)Cc4ccncc4)ccc3O[C@@H]2[C@@H](CO)O1 | -4 | 0.1 | -3 | -2 | -0.2 | 0 | 1 | 1
Cc1onc(-c2c(F)cccc2Cl)c1C(=O)Nc1ccc(S(=O)(=O)N2CCOCC2)cc1 | -3 | 0.1 | -1 | 1 | x | -10 | 2 | 4
COC(=O)c1cn(C(=O)c2ccc(OC)cc2)c2ccccc12 | -6 | 0.1 | -12 | 4 | x | -2 | 2 | 1
O=C(N/C(=C\c1ccco1)C(=O)N1CCCCC1)c1ccc([N+](=O)[O-])cc1 | 8 | 0.0 | 1 | 3 | x | -10 | -4 | 1
O=C(O)C1=C[C@@H](c2coc3ccccc3c2=O)C[C@@H](OCCCCO)O1 | -6 | -0.2 | -5 | -5 | -0.2 | -11 | 1 | -3
COCCCn1c(C)nnc1SCC(=O)Nc1cccc(C)c1 | -4 | -0.1 | -1 | 0 | x | -22 | 4 | -9
Cc1ccc(Cc2c(-c3ccc(Cl)cc3)nc3c4ccccc4ccn23)cc1 | -1 | -0.1 | x | 0 | 0.1 | -23 | 1 | x
COc1ccc(OC)c(C2CC(=O)c3c([nH]c(C(=O)OCC4CCCO4)c3C)C2)c1 (configuration not stated) | 4 | 0.3 | -41 | x | 0.0 | -16 | -2 | -5
CSCC[C@H](NC(=O)OC(C)(C)C)C(=O)N/N=C/c1cccc2nccnc12 | 5 | 0.0 | x | 5 | 0.2 | -7 | -2 | x
CC(C)C(=O)NC(C)C(c1cccs1)N1CCN(C)CC1 (configuration not stated) | -2 | x | -1 | 0 | x | -5 | -3 | -5
CCCN1C[C@H](C)[C@H](OC)CN(C)C(=O)c2cc(NC(=O)c3ccccc3F)ccc2OC[C@@H]1C | 21 | -0.3 | -5 | -1 | -0.3 | 24 | 0 | 3
C#CCNC(=O)C[C@@H]1C[C@@]2(C(=O)OC)CCCCC=C2N(Cc2ccco2)C1=O | -5 | 0.4 | x | -1 | 0.4 | -14 | -7 | x
Cc1cc(Br)cn2c(Cc3ccccc3)c(-c3ccco3)nc12 | -1 | 0.3 | 33 | 0 | x | -28 | -18 | -25
CC(=O)c1c(C)[nH]c(C(=O)N(CCc2ccccc2)Cc2ccccc2)c1C | -8 | 0.1 | 7 | 5 | x | -17 | 5 | x
S=c1[nH]nc(CNc2cccc(Cl)c2)o1 | -3 | 0.0 | x | 2 | -0.1 | -8 | 0 | x
The list goes on:
SMILES | S100A4 inh HTS | XiGFP reactiv | esBAF inh | ERAP1 inh | E-sel inducer | RAD52 anneal inh | ERp5 block | RAD54 inh
COc1ccc(NC(=O)Nc2ccc3c(c2)C(=O)N([C@H](C)CO)C[C@@H](C)[C@@H](CN(C)C(=O)C2CCCCC2)OCCCC[C@H](C)O3)cc1 | -4&-5 | 0.5&-0.1 | 0&-5 | 0&1 | 1.6&0.9 | -20&0 | -4&4 | -8&2
CC(C)(CN1CCCC1)NS(=O)(=O)c1ccc(Cl)cc1 | 7 | 0.4 | -10 | -5 | u | -34 | 4 | -4
Cc1ccc(C(=O)Nc2ncn[nH]2)cc1 | 4 | 0.0 | 10 | -1 | 0.1 | -12 | 3 | -1
O=C(COC(=O)CCc1c[nH]c(=O)[nH]1)Nc1ccccc1Cl | 3 | x | 1 | -3 | x | -39 | 0 | 3
C[C@@H]1CN([C@@H](C)CO)C(=O)Cc2cc(NS(=O)(=O)c3ccccc3)ccc2O[C@H]1CN(C)S(=O)(=O)c1ccccc1 | -24 | 0.0 | -2 | -4 | -0.3 | -27 | 5 | -4
CC(=O)c1cc2c(cc1NC(=O)c1cc(C)nn1-c1ccccc1)OCO2 | -3 | -0.1 | -1 | -3 | 0.1 | -9 | u | 5
C[C@@H]1CN([C@H](C)CO)C(=O)c2cc(NS(=O)(=O)c3ccc(Cl)cc3)ccc2O[C@H]1CN(C)Cc1ccc(Oc2ccccc2)cc1 | 12 | -0.1 | -1 | -3 | -0.4 | -7 | -7 | -10
CCOC(=O)COc1ccc(S(=O)(=O)NCC2CCCO2)cc1 (configuration not stated) | -2 | x | 0 | 2 | x | 4 | 4 | -15
CCc1nc(SCc2ccccc2C#N)n[nH]1 | -13 | 0.0 | -1 | 1 | x | -4 | 0 | -1
O=C(NC1CCCCC1)c1c(O)nc2sccn2c1=O | -7 | -0.1 | -6 | 0 | -0.1 | -4 | -5 | -2

Screening results from PubChem.

Outcome played no part in choosing rows; any-hit rate near 2.5%.
